M18AAP inhibitor = blocks P. falciparum M18 aspartyl aminopeptidase. recombinant PfM18AAP, H-Glu-NHMec fluorogenic cleavage. inhibition, % at 7.35 µM. hit rate 1.2% among 290,000;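 active means inhibition above the campaign mean inhibition over all tested compounds plus 3 SD, cut at about 28% in these data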;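 further: 0% = plate median of test compound wells and 100% = 2 mM ZnCl2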
IDE cell activ = activators of human insulin-degrading enzyme in cells; P14735; HEK cells, FAbeta-B cleavage, fluorescence polarization; 0% vehicle, 100% cell-free pure enzyme wells; activation, % at 5.96 µM; hit rate 0.073% among 340,000;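 active means activation above the mean of all tested compounds plus 3 SD, set per screening campaign, cut at about 17% in these data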
NALP1 yeast inh = inhibitors of NALP1 inflammasome in yeast; S. cerevisiae NALP1/ASC/caspase-1 growth, X-gal OD620, 72 h; inhibition, % at 10 µM; hit rate 0.61% among 280,000; AID 2071; in the data active means inhibition mostly above about 24%, no sharp cut-off; inactive means mostly below about 32%; further: some compounds called inactive have numbers as strong as hits
IDE cell inh = inhibitors of human insulin-degrading enzyme in cells; P14735; HEK cells, FAbetaB cleavage, fluorescence polarization; inhibition, % at 5.59 µM; hit rate 0.41% among 320,000; AID 434962;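 active means percent inhibition above the average of all tested compounds plus 3 SD, set per screening campaign, cut at about 16% in these data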;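 further: IDE supplied by intact live HEK cells; FP after avidin binding of uncleaved biotin substrate so inhibition keeps polarization high; 0% = DMSO wells and 100% = 60 µM reference IDE inhibitor Ii1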
pCIP destab = lowers stability of the mouse p/CIP coactivator protein; decrease of EGFP signal, % at 10 µM; hit rate 0.01% among 290,000; F442A p/CIP-EGFP cells, EGFP fluorescence, 16 h;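 active means EGFP signal decrease of at least 30% at 10 µM or well 3 SD below plate mean, unless failing retest; inactive means the rest, including hits failing retest or dose response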; further: some compounds called inactive have numbers as strong as hits; many of its hits are not listed in these tables
UBC9 SUMO inh = blocks human SUMOylation mediated by UBC9. HTRF SUMOylation assay, SAE1/SAE2 + UBC9, in vitro. inhibition, % at 35 µM. hit rate 0.36% among 290,000; in the data active means inhibition above about 50%, passing the limit was not always enough; further: strong numbers were not always called active
Target sequence (P63279 whole entry, looked up): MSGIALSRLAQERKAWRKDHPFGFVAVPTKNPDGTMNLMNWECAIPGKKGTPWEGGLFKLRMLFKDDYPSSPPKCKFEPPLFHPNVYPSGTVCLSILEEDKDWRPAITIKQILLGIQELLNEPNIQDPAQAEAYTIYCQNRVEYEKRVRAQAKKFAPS
MEKK2 mut-MEK5 = signal of MEK5 binding to mutant human MEKK2 PB1 domain. bead flow cytometry, Alexa488-MEK5 binding to MEKK2 mutant. percent response, % at 10 µM. hit rate 0.35% among 290,000. AID 1530; in the data active means percent response above about 24%, passing the limit was not always enough; further: inactives centre near 1; some results filed as inactive read as strong as hits; reference of the scale not given here
MEKK3 PB1 HTS = modulators (inhibitors or enhancers) of MEK5 binding to human MEKK3 PB1 domain | Q99759 | bead-based flow cytometry, Alexa488-MEK5 binding to MEKK3; actives lie on both sides; 0 = blocked by unlabeled MEK5, 100 = vehicle | AID 1529 | hit rate 1.4% among 290,000 | binding response (% of control), % at 10 µM;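 active means binding response more than 3 SD above or below the average of its plate-row segment, actives on both sides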;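 further: Alexa488 bead fluorescence after subtracting the streptavidin-only scavenger bead signal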
Target sequence (Q99759 whole entry, looked up, the tested form may be a part): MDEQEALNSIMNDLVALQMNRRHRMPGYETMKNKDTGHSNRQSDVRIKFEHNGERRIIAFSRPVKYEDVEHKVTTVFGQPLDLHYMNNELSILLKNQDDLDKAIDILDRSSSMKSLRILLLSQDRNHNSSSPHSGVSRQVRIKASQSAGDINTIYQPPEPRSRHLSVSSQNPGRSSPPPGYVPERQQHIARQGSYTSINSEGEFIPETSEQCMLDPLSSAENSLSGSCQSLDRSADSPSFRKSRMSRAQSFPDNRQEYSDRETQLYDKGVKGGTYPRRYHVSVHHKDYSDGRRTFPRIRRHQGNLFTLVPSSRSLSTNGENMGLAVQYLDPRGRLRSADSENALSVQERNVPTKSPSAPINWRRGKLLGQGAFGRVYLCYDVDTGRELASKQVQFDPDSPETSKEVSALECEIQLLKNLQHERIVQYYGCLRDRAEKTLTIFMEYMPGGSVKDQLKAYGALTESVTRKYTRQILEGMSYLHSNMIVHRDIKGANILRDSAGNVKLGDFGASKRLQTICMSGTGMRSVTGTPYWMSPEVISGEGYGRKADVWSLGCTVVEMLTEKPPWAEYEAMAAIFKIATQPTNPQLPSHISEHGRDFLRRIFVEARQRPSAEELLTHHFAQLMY
MEKK2 WT-MEK5 = raises or lowers MEK5 binding to wildtype human MEKK2 PB1 domain. hit rate 1.1% among 290,000. AID 1531. Q9Y2U5. binding response (% of control), % at 10 µM. bead flow cytometry, Alexa488-MEK5 binding to MEKK2 WT; actives lie on both sides; in the data active means binding response below about 67% or above about 130%
Active calls of the source: *; / = no result given.

| compound | MEKK3 PB1 HTS | MEKK2 mut-MEK5 | IDE cell activ | M18AAP inhibitor | pCIP destab | IDE cell inh | MEKK2 WT-MEK5 | NALP1 yeast inh | UBC9 SUMO inh |
| --- | --- | --- | --- | --- | --- | --- | --- | --- | --- |
| CCN1CCN(C(=O)CSc2cc(=O)n(CC)c3ccccc23)CC1 | 100 | -2 | 1 | -6 | -5 | 1 | 100 | -8 | 7 |
| CCOC(=O)c1sc(NC(=O)CSc2nc3ccccc3o2)c(C(=O)OCC)c1C | 97 | -1 | 3 | -7 | -8 | -4 | 97 | 22 | -6 |
| CC(C)c1ccc2oc(=O)cc(CN3CCN(c4ccc(F)cc4)CC3)c2c1 | 101 | 16 | 6 | -5 | -10 | -3 | 102 | 16 | 24 |
| CCn1cc(S(=O)(=O)c2cccc(C)c2)c(=O)c2cc(F)c(N3CCN(C)CC3)cc21 | 101 | 4 | 3 | -10 | -4 | -5 | 105 | 27 | 28 |
| O=C(CN1CCCCC1)Nc1ccccc1-c1ccccc1 | 83 | -7 | 3 | -2 | -9 | -3 | 86 | 3 | 34 |
| COc1cc(NC(=O)CN2CCC(Cc3ccccc3)CC2)c(C)cc1[N+](=O)[O-] | 103 | -1 | 2 | 19 | 0 | -5 | 96 | 22 | -16 |
| CSc1ccc(CCNS(=O)(=O)c2c(C)[nH]c(C)c2C(=O)N2CCCCC2)cc1 | 102 | 2 | 2 | 2 | 5 | 3 | 101 | 5 | -4 |
| O=C(CN1C(=O)S/C(=C\c2ccccc2)C1=O)NNC(=O)c1ccccc1O | 101 | 1 | -1 | -3 | -2 | 1 | 100 | 14 | / |
| CC(/C=N\NC(=O)c1cc(C)oc1C)=C\c1ccccc1 | 101 | -1 | -7 | -8 | -2 | 2 | 104 | 35 | 2 |
| O=c1c(Cc2ccc(Cl)cc2)c(O)ccn1Cc1ccncc1 | 101 | 4 | -3 | -2 | -8 | 1 | 102 | -6 | -21 |
| COc1ccc(CC(=O)N2CC(=O)N(CCc3ccccc3)C(=O)C2)cc1 | 112 | 15 | 1 | -1 | -10 | 0 | 108 | 5 | -2 |
| CCCC(=O)Nc1cc(C)c(NC(=O)c2cccs2)cn1 | 106 | 0 | 1 | -6 | -19 | 3 | 101 | 1 | 13 |
| CC(=O)NC1=C(Nc2ccc(N(C)C)cc2)C(=O)c2ccccc2C1=O | 88 | 4 | 0 | 29* | -21 | 1 | 91 | 0 | -27 |
| COC(=O)c1cccc(Nc2nc(-c3cccnc3)nc3ccccc23)c1 | 80 | -17 | 0 | -2 | -8 | -7 | 86 | -10 | 11 |
| COC(=O)c1cc2ccsc2n1CC(=O)N(C)C1CCCCC1 | / | / | -3 | -9 | 6 | -1 | / | -3 | 14 |
| Cc1ccccc1CN1CCCC(C(=O)Nc2ccc(-c3ccn[nH]3)cc2)C1 (stereo not given) | 101 | 7 | 3 | -10 | -2 | -1 | 113 | 17 | 3 |
| O=C(O)c1ccc(CSC2CCCCC2)cc1 | 103 | -5 | -2 | -5 | 0 | 4 | 101 | 11 | 12 |
| Cn1nnc2cc(C(=O)N3CCN(c4ccccn4)CC3)ccc21 | 98 | -1 | 4 | 0 | 11 | 4 | 94 | 5 | 6 |
| CCN1CCN(c2nc3c(C)cccn3c(=O)c2/C=C(\C#N)C(=O)NCCCOC)CC1 | 105 | 7 | 0 | 19 | -15 | -3 | 104 | 22 | 22 |
| CC(C)Oc1ccc(CNC2CCOC(C)(C)C2)cc1 (stereo not given) | 102 | 6 | -3 | -3 | -27 | 1 | 106 | 30 | -3 |
| O=C(NC(=S)Nc1ccccc1C(F)(F)F)c1ccccc1F | 103 | 3 | 1 | 4 | -6 | 2 | 104 | -5 | 23 |
| Cc1ccc(S(=O)(=O)c2nc(-c3ccc(F)cc3)oc2SCC(=O)NCC2CCCO2)cc1 (stereo not given) | 78 | -8 | 5 | -9 | 9 | -1 | 80 | 13 | 2 |
| COc1cccc(C(=O)Nc2ccncc2)c1 | 97 | -4 | / | -1 | 11 | 4 | 91 | -14 | 12 |
| Cc1ccc(NC(=O)CN(C)C(=O)Cc2ccccc2F)cc1 | 105 | -3 | 2 | 2 | -7 | -18 | 100 | -1 | 2 |
| CC1Cc2cc(S(=O)(=O)NCCC(=O)NCc3ccc(F)cc3)ccc2N1C(=O)C1CC1 (stereo not given) | 95 | 1 | 4 | -2 | -6 | 0 | 98 | -4 | 12 |
| O=C(N/N=C/c1ccoc1)c1cc(O)cc(O)c1 | 94 | -2 | 3 | 17 | -11 | 0 | 92 | -3 | 18 |
| O=C(c1ccc(Br)cc1)N1CCCc2ccccc21 | 103 | 6 | 4 | -2 | -13 | -3 | 101 | 25 | 18 |
| COc1ccc(CCCC(=O)NC2CCCCC2C)c(C)c1 (stereo not given) | 97 | 2 | 12 | -1 | -14 | 7 | 98 | -15 | 30 |
| CNC[C@H](CC1CCCCC1)NC[C@H](NCCC1CCCC1)[C@H](C)O | 102 | 3 | -4 | -4 | -4 | -2 | 120 | -3 | -2 |
| Cc1cc(C(=O)COc2cccc3cccnc23)c(C)n1C | 105 | 1 | 8 | 6 | -6 | -7 | 107 | -36 | 22 |

Brought forward from above: three compounds, then new ones.
| compound | MEKK3 PB1 HTS | MEKK2 mut-MEK5 | IDE cell activ | M18AAP inhibitor | pCIP destab | IDE cell inh | MEKK2 WT-MEK5 | NALP1 yeast inh | UBC9 SUMO inh |
| --- | --- | --- | --- | --- | --- | --- | --- | --- | --- |
| COc1ccc(CCCC(=O)NC2CCCCC2C)c(C)c1 (stereo not given) | 97 | 2 | 12 | -1 | -14 | 7 | 98 | -15 | 30 |
| CNC[C@H](CC1CCCCC1)NC[C@H](NCCC1CCCC1)[C@H](C)O | 102 | 3 | -4 | -4 | -4 | -2 | 120 | -3 | -2 |
| Cc1cc(C(=O)COc2cccc3cccnc23)c(C)n1C | 105 | 1 | 8 | 6 | -6 | -7 | 107 | -36 | 22 |
| COCCCNC(=O)CN(c1ccc(OC)cc1)S(=O)(=O)c1ccc(NC(C)=O)cc1 | 100 | 2 | 9 | 0 | -10 | 0 | 93 | -3 | -3 |
| CCc1ccc2c(c1)C(c1ccc([N+](=O)[O-])cc1)=NNC(c1ccc(Br)cc1)=N2 | 112 | 1 | 4 | -6 | -17 | -2 | 106 | 27 | 9 |
| COc1cc(C(=O)Oc2cccc(/C=N/NC(=O)c3cc(C)[nH]n3)c2)cc(OC)c1OC | 102 | -2 | 4 | -1 | -2 | 9 | 96 | -1 | -2 |
| CC(C)C(=O)Nc1ccc(Nc2ccccc2)cc1 | 109 | 2 | 3 | 10 | -2 | -1 | 103 | 51 | -11 |
| CC(C)CNS(=O)(=O)c1ccc(CCC(=O)N2CCCC2)cc1 | 102 | 1 | 11 | 2 | -15 | 2 | 102 | -16 | 15 |
| Cc1sc2nc(CN3CCN(S(=O)(=O)c4cccc5nonc45)CC3)[nH]c(=O)c2c1C | 103 | 5 | 4 | -2 | -1 | -2 | 103 | -8 | 9 |
| CC1CCC(NC(=O)CCC(=O)N2CC(C)Oc3ccccc32)CC1 (stereo not given) | 101 | 1 | -7 | 0 | 6 | 3 | 103 | -71 | 0 |
| CCOC(=O)C1=C(O)CSC1=Nc1cccc2ccccc12 | 107 | -2 | 3 | 7 | -14 | 8 | 107 | 24 | 1 |
| Cc1ccccc1Nc1n[nH]c(C)c1[N+](=O)[O-] | 105 | -2 | 5 | -8 | -2 | 0 | 90 | 20 | -3 |
| Cc1ccc(-c2nn(-c3ccccc3)cc2C(N)=O)o1 | 91 | -6 | 5 | -21 | -9 | 4 | 89 | 5 | 29 |
| Cc1cccc(C(=O)Nc2ccc3c(c2)C(=O)NC3=O)c1 | 101 | 0 | 0 | 2 | -1 | 2 | 102 | 10 | 26 |
| CCC(C)[C@H](NC(=O)NCc1cccs1)C(=O)OC (stereo not given in full) | 98 | -1 | -2 | -9 | -1 | 1 | 97 | 9 | -21 |
| CC(C)c1ccc2[nH]c(O)c(N=NC(=S)NCCc3ccccc3)c2c1 | 104 | 11 | -1 | 1 | -4 | -3 | 106 | 23 | -39 |
| CC(C)=CC(=O)OCC(=O)Nc1ccc(Cl)cn1 | 103 | 9 | 8 | 6 | -18 | 1 | 105 | -1 | 7 |
| CC(=O)c1ccc(OCc2cc(C(=O)N3CCN(c4ccccc4)CC3C)no2)cc1 (stereo not given) | 97 | 2 | -2 | -4 | -1 | 1 | 95 | 7 | -10 |
| Cc1cc(C)c2[nH]c(O)c(N=NC(=S)NCC3CCCO3)c2c1 (stereo not given) | 76 | -7 | -2 | -3 | -11 | 0 | 84 | 20 | 8 |
| Nc1nc(SCC(=O)N2CCCCC2)[nH]c(=O)c1NC(=O)c1ccccc1F | 103 | 10 | -2 | -5 | -4 | -2 | 110 | 4 | 8 |
| CCN(CCCNC(=O)Cn1ncc2c([nH]c3ccccc32)c1=O)Cc1ccccc1 | 103 | 8 | 3 | 3 | 1 | 7 | 120 | 21 | -6 |
| O=C(CC1C(=O)NCCN1CC1CCCCC1)NCc1cccc(F)c1F (stereo not given) | 105 | -7 | -1 | 4 | -11 | 1 | 107 | 3 | -10 |
| Cc1ccc(NC(=O)Cn2nnc(C(=O)NCc3ccco3)c2N)cc1 | 95 | -5 | -2 | 4 | -3 | 1 | 94 | 16 | -2 |
| CN(Cc1ccn[nH]1)C(=O)C1CCC(=O)N(Cc2cccc(C(F)(F)F)c2)C1 (stereo not given) | 97 | 0 | -5 | -15 | -5 | 3 | 96 | 15 | 20 |
| Cc1ccc2nc(NCc3ccccc3)[nH]c2c1 | 105 | 5 | 1 | 7 | 6 | 5 | 113 | -2 | 11 |
| OCC[C@@H]1C[C@@H](O)[C@H](O)[C@]2(Cc3ccccc3CCO2)O1 | 100 | -7 | 3 | 0 | -4 | 2 | 97 | 9 | 13 |
| CC1(C)OC(C)(C)/C(=C/Nc2ccccc2)C1=O | 99 | 1 | 4 | 1 | -4 | 5 | 102 | 23 | 6 |
| Cc1cnc(NS(=O)(=O)c2ccc(Cl)cc2)c(Br)c1 | 102 | -4 | 3 | 3 | -5 | -2 | 96 | 5 | 10 |
| CC(=NCc1ccco1)c1c(O)n(C2CCCCC2)c(=O)[nH]c1=O | 93 | -5 | 1 | 3 | -9 | -1 | 94 | 13 | 4 |
| Cc1ccc(NC(=O)C2CC(c3ccc(F)cc3)=NO2)cc1 (stereo not given) | 109 | 4 | -4 | -5 | -7 | 2 | 108 | 21 | 9 |
| N#Cc1cc2ccc(N3CCOCC3)cc2cc1C#N | 103 | 1 | -3 | -6 | -6 | -1 | 102 | -3 | 89 |
| Cc1ccc(C(=O)Nc2scc(-c3ccccc3)c2C(=O)O)o1 | 92 | -2 | 3 | 4 | 4 | 0 | 97 | 4 | 0 |
| CC(C)[C@H](NC(=O)C1CCN(C(=O)[C@H](Cc2ccccc2)NC(=O)OC(C)(C)C)CC1)C(=O)O | 105 | 8 | 3 | 9 | 5 | 3 | 107 | -7 | 4 |
| Cc1cc(-c2nsc(=O)o2)c(S(C)(=O)=O)s1 | / | / | 2 | 12 | -2 | 5 | / | -28 | 11 |
| O=C(NCc1cccnc1)C(=O)Nc1nc(-c2ccccc2)cs1 | 105 | 12 | 8 | 0 | 1 | -8 | 105 | / | 8 |
| Cc1nn(Cc2ccccc2)c(Cl)c1C(=O)OCc1nnc(-c2ccccc2)o1 | 114 | 2 | -1 | 2 | -9 | 2 | 111 | -2 | -4 |

The list is partial. The share of hits here may be higher or lower than overall.
